# Assay outcomes deposited in PubChem BioAssay by The Scripps Research Institute Molecular Screening Center.
# TAAR1 antag – antagonists of human TAAR1; 360,000 compounds, 1.5% hits; AID 624466; CHO RD-HGA16 TAAR1, Fluo-8 calcium fluorescence, antagonist; inhibition, % at 3 µM; Q96RJ0;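 active = inhibition above a per-plate cutoff, the mean inhibition of test compounds on that plate plus 3 SD, cut at about 49% in these data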;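 note: 0% = DMSO plus EC80 beta-PEA response and 100% = DMSO alone without agonist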
#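 Test system: RD-HGA16 CHO cells with stable hTAAR1 and Gα16 / Probe or stimulus: EC80 β-phenethylamine stimulus / Times: seeding 17-24 h prior, 75-min 37 °C, 30-min RT dye loading / Detection: Fluo-8 calcium-sensitive fluorescence / Read-out basis: % inhibition scaled between DMSO and EC80 PEA controls / Repeats: singlicate, one well per test compound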
# OXTR potentiate – human OXTR potentiation. CHO-OTR cells, Fluo-8 calcium fluorescence, potentiator mode; 0% = oxytocin EC15, 100% = EC100. activation, % at 3 µM. P30559. 320,000 compounds, 0.061% hits. AID 2445;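 active = activation above that plate's cutoff, the mean activation of tested compounds plus 3 SD, cut at about 6.6% in these data, passing the limit was not always enough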;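 note: 100% uses oxytocin at 75 nM as the full agonist control; some results filed as inactive read as strong as hits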
# Target sequence (P30559 whole entry, looked up): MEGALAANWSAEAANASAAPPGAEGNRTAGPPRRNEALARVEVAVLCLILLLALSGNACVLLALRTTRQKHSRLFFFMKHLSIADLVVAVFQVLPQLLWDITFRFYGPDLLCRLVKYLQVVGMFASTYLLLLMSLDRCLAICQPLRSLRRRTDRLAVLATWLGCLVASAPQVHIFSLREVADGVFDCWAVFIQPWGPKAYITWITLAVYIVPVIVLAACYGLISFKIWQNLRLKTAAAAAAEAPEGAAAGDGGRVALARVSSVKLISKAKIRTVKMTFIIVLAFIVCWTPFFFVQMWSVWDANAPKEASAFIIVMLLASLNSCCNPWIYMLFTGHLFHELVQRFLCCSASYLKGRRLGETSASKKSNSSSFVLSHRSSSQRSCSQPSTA
#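 Assay system: CHO-OTR cells, human receptor / Also added: oxytocin at about EC15, sub-maximal agonist stimulus / Dosing: single dose, 3.0 µM nominal final compound concentration / Incubation: 6 min pre-incubation, 100 s read / Technique: Fluo-8 calcium dye fluorescence / Read-out: % activation vs EC15 and EC100 oxytocin / Benchmarks: EC15 oxytocin low, 75 nM oxytocin high / Replicates: singlicate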
# CHO parental Ca – signal in parental CHO cells, OX1R antagonist counter-screen | parental CHO-K1, ATP-induced calcium, Fluo-8 fluorescence | inhibition, % at 5.6 µM | 330,000 compounds, 0.63% hits;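 active = inhibition above that plate's mean sample inhibition plus 3 SD, cut at about 26% in these data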;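 note: 0% = ATP-challenged DMSO wells and 100% = DMSO wells without ATP; some compounds past the cut are filed as inactive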
#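 material = parental CHO cells | also added = ATP as calcium-mobilizing challenge | dosing = single point at 5.6 µM | detection = intracellular calcium via Fluo-8 no-wash fluorescent dye | read-out = % inhibition | benchmarks = low control ATP plus DMSO, high control DMSO only | repeats = one well per compound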
# OXTR agonist – human OXTR agonism; P30559; 320,000 compounds, 0.32% hits; AID 2435; CHO-OTR cells, Fluo-8 calcium fluorescence; normalized: DMSO 0%, oxytocin 100%; activation, % at 3 µM;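 active = activation above the mean of all tested compounds plus 3 SD, cutoff set per screening run, cut at about 20% in these data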;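 note: peak over basal fluorescence ratio from a 100 s FLIPR kinetic read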
# M1 PAM – positive allosteric modulators of human M1 muscarinic receptor | P11229 | CHO-K1 hM1, Fluo-8 calcium fluorescence, ACh EC20; 0% = ACh EC20, 100% = maximal ACh | activation, % at 3 µM | 360,000 compounds, 0.088% hits; in the data active = activation above about 19%, passing the limit was not always enough
# TAAR1 ag – human TAAR1 agonism. 360,000 compounds, 0.99% hits. CHO RD-HGA16 TAAR1, Fluo-8 calcium fluorescence; vehicle wells 0%, saturating PEA agonist 100%. AID 624467. activation, % at 3 µM. Q96RJ0;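 active = activation above the mean activation of all test compounds in the run plus 3 SD, cut at about 38% in these data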
#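 Assay system: CHO-derived RD-HGA16 cells with stable Gα16 and human TAAR1; timing: 17-24 h seeding, 75 min 37 °C dye, 30 min RT; read-out: % activation from peak over basal fluorescence ratio, DMSO-to-PEA scaled; measured by: kinetic Fluo-8 calcium fluorescence; benchmarks: low control DMSO, high control PEA (EC100); doses: 3 µM single concentration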
# V1R ag counter – V1a receptor agonism, counter-screen for OXTR agonists. AID 2797. activation, % at 3 µM. 320,000 compounds, 0.25% hits. P37288. CHO-V1R cells, Fluo-8 calcium fluorescence, agonist mode; 0% DMSO, 100% 3 nM vasopressin;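 active = activation above the mean activation of all tested compounds plus 3 SD, per screening run, cut at about 20% in these data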;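 note: signal is peak over basal fluorescence ratio across a 100 second FLIPR read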
# Target sequence (P37288 whole entry, looked up): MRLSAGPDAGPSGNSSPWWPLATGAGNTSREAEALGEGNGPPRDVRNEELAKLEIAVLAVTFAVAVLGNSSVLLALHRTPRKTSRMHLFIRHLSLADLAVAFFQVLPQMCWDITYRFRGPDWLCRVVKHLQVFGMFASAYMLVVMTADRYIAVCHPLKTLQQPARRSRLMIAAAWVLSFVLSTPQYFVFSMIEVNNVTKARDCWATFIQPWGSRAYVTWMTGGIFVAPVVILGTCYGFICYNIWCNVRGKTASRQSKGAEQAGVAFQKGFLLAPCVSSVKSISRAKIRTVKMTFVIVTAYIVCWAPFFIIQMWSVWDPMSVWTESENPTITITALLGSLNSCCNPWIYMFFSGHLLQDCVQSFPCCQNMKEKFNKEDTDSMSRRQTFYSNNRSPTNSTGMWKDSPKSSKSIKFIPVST
# CHRM1 agonist – activates human CHRM1 receptor | CHO-K1 hM1, Fluo-8 calcium fluorescence, agonist mode; 0% DMSO, 100% acetylcholine EC100 | activation, % at 3 µM | 360,000 compounds, 0.33% hits;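 active = activation above the run's mean compound activation plus 3 SD, cut at about 16% in these data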;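 note: peak over basal fluorescence ratio within a 140 s kinetic read after compound addition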
# CHRM1 antagonist – blocks human M1 muscarinic receptor. P11229. CHO-K1 hM1, Fluo-8 calcium fluorescence, ACh EC80 antagonist. inhibition, % at 3 µM. 360,000 compounds, 1.3% hits. AID 588852;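 active = percent inhibition above its own plate's cutoff, namely the mean of that plate's compound wells plus 3 SD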;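 note: peak over basal fluorescence ratio during 140 s after agonist addition; 0% = ACh EC80 plus DMSO and 100% = DMSO alone without agonist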
# Numbers without * were called inactive; x = not tested or not shown.
# The line under a structure holds: TAAR1 antag	OXTR potentiate	CHO parental Ca	OXTR agonist	M1 PAM	TAAR1 ag	V1R ag counter	CHRM1 agonist	CHRM1 antagonist
1: CC(C)(C)c1ccc(CC(=O)N2CCC2(C)C(=O)Nc2ccc3[nH]ncc3c2)cc1 (stereo not given)
  12.3	x	x	x	-12.2	3.5	x	2.8	10.5
2: COc1cc(OC)cc(C(=O)Nc2ccccc2N2CCOCC2)c1
  6.4	1.1	-10.8	-1.3	1.3	0.5	-1.5	-5.5	-1.1
3: CCSc1nnc(NC(=O)c2ccc(F)c(S(=O)(=O)N3CCOCC3)c2)s1
  -14.2	-7.2	-18.0	4.0	1.6	1.8	5.0	-0.6	-1.4
4: O=C(N[C@@H]1C/C=C\C[C@@H](CC(=O)N(CCO)Cc2ccccc2)C(=O)N[C@@H](c2ccccc2)COC1=O)OCC1c2ccccc2-c2ccccc21
  -1.4	-7.9	-24.2	-1.0	-2.2	9.3	0.8	-10.1	5.4
5: COc1ccccc1OCc1ccc(C(=O)N(C)c2ccccc2)o1
  12.8	x	x	x	3.1	-1.2	x	-5.3	-13.4
6: C/C(=N\NC(=O)c1sccc1-n1cccc1)c1cccs1
  9.9	-17.1	-24.5	-1.6	1.2	9.4	-0.9	6.9	-3.2
7: COCC(=O)Nc1cc(C(=O)NCCc2ccccc2)ccc1Cl
  6.2	-4.2	-11.3	-2.2	5.2	2.2	-1.2	-3.8	-3.2
8: CS(=O)(=O)c1ccccc1-c1nnc(NC(=O)COc2ccc(Cl)cc2)o1
  -28.0	-5.5	3.3	1.2	4.5	4.0	-0.2	-2.5	-6.9
9: CC1CCN(Cc2ccc(NC(=O)C3CCN(c4nnc(-n5cccc5)s4)CC3)cc2)CC1
  -22.3	-5.7	-12.7	0.4	-34.9	2.2	-0.6	-14.0	97.3*
10: COc1ccc(Cl)cc1N(CC(=O)N1CCC(C)CC1)S(C)(=O)=O
  -11.2	-9.5	-3.7	-1.3	9.9	11.5	0.9	-3.2	-8.9
11: Cc1cc2ccccc2n1CCNC(=O)C1CC1
  -17.5	-0.5	-12.4	0.2	-0.7	1.3	0.8	-1.9	2.2
12: NC(=O)c1ccccc1NC(=O)NC1CCCCC1
  7.1	-12.6	0.4	0.5	2.1	2.9	0.0	-2.9	-7.3
13: COc1ccc(NC(=O)N/C=C/c2ccccc2)cc1
  25.5	-15.2	6.7	0.7	4.3	35.6	1.5	-9.5	-1.3
14: Cc1nn(CC(=O)Nc2ccc3c(c2)nc(CN2CCCC2)n3C)c(=O)c2ccccc12
  -7.1	-5.6	1.5	-0.3	5.3	0.1	1.0	-10.1	-22.6
15: CC1CC2=C(NC(=S)NC2c2ccccc2F)/C(=C/c2ccccc2F)C1 (stereo not given)
  -2.7	-16.9	-22.1	-1.4	12.0	0.1	-0.4	-7.0	-14.9
16: O=C(C1CC1)N1CCN(S(=O)(=O)c2ccc3c(c2)OCCO3)CC1
  16.9	-9.7	-13.3	0.6	9.5	4.5	1.2	-8.7	-2.8
17: N=C1C(=O)OCC1c1ccccc1NC(=O)CN1CCCCC1 (stereo not given)
  x	-1.9	-3.6	-1.1	2.1	x	0.7	-9.9	-9.8
18: Nc1nc(SCC(=O)Nc2ccc(F)cc2)[nH]c(=O)c1NC(=O)c1ccc(F)c(F)c1
  -10.2	-10.6	-4.1	-0.3	9.6	1.6	-0.7	-0.6	-14.4
19: CCOC(=O)c1sc2ncn(/N=C/c3cccnc3)c(=O)c2c1C
  6.7	1.8	-9.0	0.7	6.8	7.9	0.7	-3.4	-9.2
20: CCCCN(CC)CCCNC(=O)c1ccc2c(c1)N(CC)C(=O)c1ccccc1S2(=O)=O
  2.5	1.4	-13.5	1.1	-20.0	1.9	0.2	-9.6	29.0
21: COc1ccc(NC(=O)CCCNC(=O)c2ccc(Cl)cc2)cc1S(=O)(=O)N1CCCCC1
  -23.3	x	x	x	14.0	1.3	x	-2.6	-18.7
22: O=[N+]([O-])c1ccc(Oc2ccc(F)cc2Br)c2ccncc12
  11.6	-7.0	-43.0	-2.5	2.5	16.3	-0.6	-4.8	-4.5
23: COC(=O)c1c(-c2ccc(OC)cc2)oc2ccccc12
  -5.5	-5.0	-22.5	-1.2	-2.8	-0.9	0.0	-4.6	7.1
24: Cc1noc(C)c1CSCC(=O)Nc1ccccc1N1CCCCC1
  x	-5.2	-35.9	-2.6	11.9	x	-1.5	-5.3	-9.0
25: O=C1CC(NNc2nc3ccccc3s2)C(=O)N1c1ccccc1 (stereo not given)
  8.9	-9.7	-15.4	3.8	-7.0	5.3	2.4	-2.9	11.2
26: COc1ccc(CCNc2cc(C)[nH]c(=O)c2)cc1OC
  -21.5	-11.5	-3.0	1.5	4.0	1.4	0.1	-3.0	-2.0
27: O=C(NCCS(=O)(=O)NC1CCCCC1)c1ccc2c(c1)OCO2
  -4.5	-1.4	-1.4	2.2	3.1	4.7	1.8	0.8	-5.4
28: Cc1ccc(-c2c[n+](CC(=O)N3c4ccccc4Sc4ccccc43)c3n2CCC3)cc1
  -17.9	-0.9	1.5	-0.1	-25.4	0.9	0.3	-7.1	99.8*
29: O=C(COc1nc2ccccc2nc1N1CCOCC1)Nc1cccc(S(=O)(=O)N2CCCCC2)c1
  3.1	-14.0	-2.1	-0.8	-3.2	2.2	2.4	-3.9	6.2
30: CC(OC(=O)Cc1n[nH]c(=O)c2ccccc12)C(=O)Nc1ccc(S(N)(=O)=O)cc1 (stereo not given)
  14.6	x	x	x	1.4	-0.1	x	-2.8	6.3
31: Cc1nn(S(=O)(=O)c2cccc([N+](=O)[O-])c2)c(C)c1Br
  -14.0	-7.7	-5.5	-2.5	0.6	-1.9	-1.8	-5.4	4.8
32: Cc1ccc(S(=O)(=O)Nc2ccccc2C(=O)Nc2sccc2C(=O)NN(C)C)cc1
  9.7	-6.8	-10.0	2.8	-0.3	7.1	2.7	7.0	-8.5
33: COc1ccc(CCNC(=O)c2n[nH]c3ccccc23)cc1
  24.4	-11.8	4.8	-0.8	2.3	10.4	0.4	-1.4	-0.2
34: COc1cccc(C(=O)N(CN2CCCC2=O)c2cc(C)on2)c1
  8.1	-2.4	-1.2	-1.1	1.3	12.1	0.0	-2.7	-3.4
35: COC(=O)CCCC1=CC2=C(c3ccccc3)C(=O)C(C)(OC(=O)C3CCCC3)C(=O)C2=CN1C1CC1 (stereo not given)
  -9.4	2.4	-0.1	-0.8	3.1	3.6	-0.8	-5.6	1.5
36: CC(C)(C)n1nc2c(c1NC(=O)c1ccccc1S(=O)(=O)C(F)F)CS(=O)(=O)C2
  -10.2	-6.0	-6.5	-1.5	-1.0	1.3	-0.6	-2.1	0.3
37: CNC(=S)NNC(=O)c1cn(C)nc1C
  4.8	-12.7	-3.6	-0.2	6.0	8.0	0.3	0.5	6.9
38: O=C(CSc1nnc(CN2CCCCC2)n1-c1ccccc1)c1ccc2c(c1)OCO2
  -1.1	-5.1	-19.7	-0.7	-5.1	7.2	-0.2	-9.1	11.1
39: O=[N+]([O-])c1ccc(N/N=C/C=C/c2ccco2)cc1
  38.6	-11.2	12.7	15.0	-13.9	15.7	11.7	11.6	35.3
40: S=C(Nc1ccccc1)N1N=CCC1c1ccccc1 (stereo not given)
  11.3	-7.5	-3.7	-0.7	-0.8	1.0	-0.4	-4.0	-5.1
41: O=C(CCNC(=O)c1ccccc1)NCc1ccccc1F
  12.8	-12.8	-15.0	4.7	5.7	5.1	6.5	-3.5	-14.2
42: O=C(NCC1CCCCC1)c1cc(S(=O)(=O)N2CCCCC2)ccc1Cl
  -24.7	-6.4	-27.6	1.7	1.5	1.8	3.1	-4.0	-1.9
43: CCn1nc(CC(=O)Nc2ccc(-n3cnnn3)c(OC)c2)c2ccccc2c1=O
  -7.4	-10.4	-25.8	2.6	3.9	7.6	0.4	-5.2	-4.4
44: Cc1cccc(NC(=S)NCC(c2cccnc2)N2CCOCC2)c1 (stereo not given)
  -8.5	-2.4	-2.0	-0.5	13.2	1.4	1.7	-2.4	-12.8
45: CC1(C)CC(=O)C2=C(C1)Nc1ccccc1N1C(=O)c3ccccc3C21 (stereo not given)
  15.1	-1.2	-23.4	-1.2	2.4	5.5	-0.4	-3.8	-24.8
46: COc1ccc(OCC(=O)Nc2ccccc2OC)cc1
  6.1	-0.9	2.8	-1.1	16.9	4.5	-1.6	6.5	-34.2
47: Cc1cc(Br)cn2c(Cc3ccsc3)c(-c3ccccc3)nc12
  2.0	x	x	x	4.7	3.1	x	-6.4	-20.9
48: CCOCC(O)CNC(=O)c1ccc2nc(Cc3ccc(OC)c(OC)c3)oc2c1 (stereo not given)
  12.9	-6.6	0.3	-0.1	2.0	-0.9	-0.2	-3.0	-2.0
49: CC1CCC(NC(=O)Cn2c(=O)[nH]c3ccsc3c2=O)CC1 (stereo not given)
  -12.1	-3.2	-6.0	1.2	7.3	4.6	2.2	-0.7	6.8
50: Cc1nnc(Sc2cc(NCCO)c([N+](=O)[O-])c3nonc23)s1
  -5.4	x	x	x	7.5	-0.6	x	-5.8	2.7

# Carrying on.
# The line under a structure holds: TAAR1 antag	OXTR potentiate	CHO parental Ca	OXTR agonist	M1 PAM	TAAR1 ag	V1R ag counter	CHRM1 agonist	CHRM1 antagonist
51: CCc1ccc(C(=O)NNc2cc(Cl)cc(Cl)c2)cc1
  -17.8	-14.0	-5.6	-1.5	-0.8	3.3	-1.1	-6.2	4.8
52: CC1(C)CC(=O)CC(C)(C)N1OC(=O)c1ccncc1
  -1.4	0.9	-6.5	1.8	-2.1	11.0	-0.1	-4.5	1.1
53: Cc1ccc(N2C(N)=C(C#N)C(c3cccnc3)C3=C2CCCC3=O)cc1 (stereo not given)
  -7.2	-12.7	-3.7	-0.5	6.9	7.3	0.7	-4.0	-4.9
54: O=C(N/C(=C/c1cccc(Br)c1)C(=O)N1CCCCC1)c1ccco1
  2.2	x	x	x	4.8	4.2	x	-3.0	-10.9
55: CCCOc1ccc(/C(CC)=N/NC(=O)C2(C)CC2(Br)Br)cc1 (stereo not given)
  13.3	-4.3	-11.4	-0.8	7.4	-4.3	-0.4	-7.7	-6.1
56: Cc1ccccc1N(CC(=O)NCCSc1ccccn1)S(=O)(=O)c1ccccc1
  20.6	-10.8	-30.6	-2.6	3.8	12.4	-0.3	-8.1	7.0

# Compounds as they come; any-hit rate near 3.7%.
